# EBI2 antag – blocks human EBI2 receptor beta-arrestin signaling; AID 651636; inhibition, % at 5 µM; 0.81% of 360,000 active; P32249; EBI2 beta-arrestin recruitment, luminescence, 7a,25-OHC stimulated; in the data active = inhibition above about 38%;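 note: enzyme fragment complementation signal reports receptor beta-arrestin coupling in cells; 0% = agonist plus DMSO wells and 100% = wells without agonist; some results beyond the cut were filed as inactive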
# CXCR6 inh – inhibitors of human CXCR6 receptor; O00574; CHO-K1 PathHunter CXCR6 beta-arrestin, luminescence; inhibition, % at 20 µM; 0.36% of 360,000 active; in the data active = inhibition above about 34%, passing the limit was not always enough;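 note: antagonist mode with CXCL16 agonist at 10 nM final; 0% = 10 nM CXCL16 with DMSO and 100% = unstimulated wells without agonist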
# Target sequence (O00574 whole entry, looked up): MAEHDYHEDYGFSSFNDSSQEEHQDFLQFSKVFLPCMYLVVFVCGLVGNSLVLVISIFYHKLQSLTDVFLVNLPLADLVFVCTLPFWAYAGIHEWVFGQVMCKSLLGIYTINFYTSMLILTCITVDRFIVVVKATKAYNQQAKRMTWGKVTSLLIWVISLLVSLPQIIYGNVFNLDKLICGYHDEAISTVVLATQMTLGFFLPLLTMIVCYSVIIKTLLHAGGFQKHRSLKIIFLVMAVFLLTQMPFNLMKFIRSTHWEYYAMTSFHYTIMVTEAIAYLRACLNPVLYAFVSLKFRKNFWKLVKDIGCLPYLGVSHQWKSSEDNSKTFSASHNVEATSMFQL
# UBC13 polyUb – blocks human UBC13 polyubiquitin chain formation; TR-FRET; inhibition, % at 20 µM; 0.47% of 330,000 active; in the data active = inhibition above about 45%, passing the limit was not always enough
# CCR6 antag – blocks CCL20-driven beta-arrestin recruitment at human CCR6 | 0.49% of 340,000 active | CHO-K1 CCR6 PathHunter beta-arrestin, luminescence, CCL20-stimulated | AID 493098 | inhibition, % at 20 µM | P51684;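 active = compounds whose inhibition of the agonist-driven luminescence signal at 20 µM reaches about 50%, limit read from the data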;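 note: cells stimulated with CCL20 at 14 nM final; plate controls were DMSO with CCL20 for no effect and DMSO without agonist for full effect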
# Target sequence (P51684 whole entry, looked up): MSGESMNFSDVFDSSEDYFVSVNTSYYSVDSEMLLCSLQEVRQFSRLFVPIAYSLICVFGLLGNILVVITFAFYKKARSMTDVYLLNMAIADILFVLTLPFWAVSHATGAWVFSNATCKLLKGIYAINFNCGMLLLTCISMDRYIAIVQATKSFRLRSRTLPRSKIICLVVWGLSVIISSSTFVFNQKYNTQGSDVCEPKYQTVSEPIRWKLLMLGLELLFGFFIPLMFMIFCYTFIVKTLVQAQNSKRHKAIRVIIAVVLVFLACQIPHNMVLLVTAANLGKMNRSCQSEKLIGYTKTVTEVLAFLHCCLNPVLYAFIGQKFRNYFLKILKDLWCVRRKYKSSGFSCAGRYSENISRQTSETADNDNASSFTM
# APJ antag – APJ receptor antagonism | P35414 | CHO-K1 APJ beta-arrestin complementation, luminescence | inhibition, % at 20 µM | 0.32% of 330,000 active | AID 2521;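 active = inhibition above about 40% at 20 µM, limit read from the data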;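 note: cells challenged with 10 nM apelin-13 agonist together with compound; plate controls were apelin-13 plus DMSO wells for no effect and DMSO wells lacking apelin-13 for full effect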
# Target sequence (P35414 whole entry, looked up): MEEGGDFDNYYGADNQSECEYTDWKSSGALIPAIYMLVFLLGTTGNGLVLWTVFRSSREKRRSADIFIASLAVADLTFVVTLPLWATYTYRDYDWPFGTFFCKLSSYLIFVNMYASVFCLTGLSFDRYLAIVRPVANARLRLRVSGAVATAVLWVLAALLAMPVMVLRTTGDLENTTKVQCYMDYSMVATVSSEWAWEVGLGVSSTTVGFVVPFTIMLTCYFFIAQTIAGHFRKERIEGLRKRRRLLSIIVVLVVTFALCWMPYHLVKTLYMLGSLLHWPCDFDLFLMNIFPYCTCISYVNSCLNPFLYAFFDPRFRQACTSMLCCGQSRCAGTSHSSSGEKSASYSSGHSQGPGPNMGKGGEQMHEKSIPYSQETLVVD
# Gli-Sufu antag – blocks Gli-Sufu signaling in a luciferase reporter. inhibition, % at 5 µM. 0.74% of 340,000 active. AID 588413. Sufu-KO-LIGHT fibroblasts, Gli luciferase reporter luminescence;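 active = inhibition above about 55%, limit read from the data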;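 note: 0% = DMSO-treated cells and 100% = wells with medium but no cells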
# Jurkat NFkB inh – inhibitors of the PMA/ionomycin-induced NF-kB reporter in Jurkat cells; inhibition, % at 4 µM; PMA/ionomycin-induced NF-kB luciferase reporter, luminescence; 0.53% of 330,000 active; AID 435003; in the data active = inhibition above about 50%
# 697 NFkB inh – inhibitors of the PMA/ionomycin-induced NF-kB reporter in 697 B cells; 697 B-cell NF-kB luciferase reporter, 16 h; inhibition, % at 4 µM; 0.33% of 330,000 active; AID 435022; in the data active = inhibition above about 35%
# Starred values were filed as active, the others as inactive; . = not tested or not shown. These rows are one share of the data; the hit share may differ from the screen's.
Compound | EBI2 antag | CXCR6 inh | UBC13 polyUb | CCR6 antag | APJ antag | Gli-Sufu antag | Jurkat NFkB inh | 697 NFkB inh
O=P1(Oc2ccccc2)OCCCS1 (configuration not stated) | -11 | 5 | 6 | -4 | 11 | -3 | -2 | 5
Cn1c(O)c(C=Nc2ccccc2-c2ccccc2)c(=O)n(C)c1=O | 0 | -1 | 18 | 10 | -12 | 0 | -2 | 6
O=C(COC(=O)Cc1ccccc1)NC(=O)NC1CCCCC1 | -16 | 2 | -3 | 9 | -9 | 1 | 5 | -2
C=CCn1c(O)c(C(CC)=Nc2ccc(N(C)C)cc2)c(=O)[nH]c1=O | 6 | -27 | 0 | -10 | 4 | 18 | 13 | -11
Cc1ccc(-n2c(C)cc(/C=C3/C(=O)NC(=O)N(Cc4ccco4)C3=O)c2C)cc1 | 7 | 15 | -16 | 6 | 0 | 5 | -4 | -28
O=C(CN1CCCCC1)c1ccccc1Cl | -1 | 7 | -7 | 33 | 38 | 31 | 8 | 9
O=C(CCC(=O)N1C[C@H]2C[C@@H](C1)c1cccc(=O)n1C2)NCc1ccc(F)cc1 | -4 | 0 | 5 | -9 | -5 | 7 | 5 | 7
CC1CN(O)C2CCc3nonc3C12O (configuration not stated) | -8 | 11 | 6 | 21 | 0 | -11 | -1 | 13
CCN1CCC2(CCNC2)C1 (configuration not stated) | 1 | 8 | 7 | 9 | 8 | 2 | 3 | 5
COC(=O)C1=C(c2cccc(Cl)c2)C[C@@H]2CC[C@H]1N2C(=O)N1CCCC1 | 12 | 3 | -4 | 11 | 4 | -2 | 11 | 9
C[C@@H]1C[C@H]2OC(=O)C3(CO3)[C@H]2[C@H](O)[C@]2(C)C(=O)C3OC3[C@@H]12 (some centres not stated) | . | . | -19 | . | -32 | . | -9 | -134
CCCCn1c(O)c(C(CC)=Nc2ccc(OCC)cc2)c(=O)[nH]c1=O | 9 | -6 | 1 | 10 | -6 | 12 | -4 | 3
Cc1ccc(-n2c(O)c(C=Nc3ccccc3N)c(=O)[nH]c2=O)cc1C | 13 | 24 | -9 | 36 | 5 | 2 | -4 | -18
O=P(C(Cl)Cl)(N1CCOCC1)N1CCOCC1 | -3 | -21 | -8 | -3 | -1 | 16 | -6 | 10
c1ccc(CCNC2CCCCCC2)cc1 | 13 | 10 | 2 | 5 | 12 | 4 | 5 | 14
Clc1ccc(C(Cl)(Cl)Cl)c(Cl)c1 | -4 | -12 | -1 | -4 | -27 | 6 | 17 | 22
CN(C)CC1CSCCC1(O)c1ccc(C(F)(F)F)cc1 (configuration not stated) | -12 | 5 | -9 | 10 | 7 | 5 | -7 | -29
CCCN1CCC[C@@H]2Cc3[nH]ncc3C[C@H]21 | 5 | -7 | 4 | 10 | 17 | 0 | 7 | -1
CC(C)C[C@H]1C(=O)N2CCCC2[C@]2(O)O[C@](NC(=O)[C@@H]3C=C4c5cccc6[nH]cc(c56)CC4N(C)C3)(C(C)C)C(=O)N12 (some centres not stated) | 2 | 2 | -86 | 9 | 6 | 1 | 9 | -8
CCOc1ccc(N2C(=O)NC(=O)/C(=C\c3ccccc3[N+](=O)[O-])C2=O)cc1 | -6 | -14 | -2 | -1 | 5 | -4 | -2 | 1
O=c1[nH]c(=O)n(CCC2=CCCCC2)c(O)c1C=NCCN1CCNCC1 | 6 | 7 | 0 | 6 | 5 | -3 | 7 | 10
CN(CC#CCN1CCCC1)C(=O)c1cccc(Cl)c1 | -8 | -9 | -5 | 6 | 0 | 0 | 3 | -1
O=c1[nH]c(=O)n(Cc2ccc(F)cc2)c(O)c1C=NCCCn1ccnc1 | -11 | 2 | 1 | 1 | 3 | 3 | 1 | 22
CC[N+](C)(CC)CCCCOc1ccc2c(c1)C(=O)c1cc(OCCCC[N+](C)(CC)CC)ccc1-2 | -19 | -3 | -119 | -6 | 6 | 2 | -10 | -11
CCCc1cc(=O)oc2cc(OCC(=O)N3CCC(C(=O)O)(c4ccccc4)CC3)ccc12 | -9 | 4 | 3 | -3 | 10 | 6 | 11 | 18
CCCCN1CCC(O)(c2ccccc2)C(C(=O)c2ccccc2)C1 (configuration not stated) | -13 | 7 | 6 | 4 | -2 | -4 | -25 | -11
COc1cccc(CCNCc2cccc(C(F)(F)F)c2)c1 | 0 | -2 | -2 | 10 | -21 | 7 | 1 | -1
CCCCn1c(=O)c(C(=O)Nc2ccsc2C(=O)OC)c(O)c2ccccc21 | 8 | -4 | 0 | 14 | 13 | 2 | 10 | -3
COc1ccccc1-n1c(-c2ccc(C)cc2)nc2ccccc2c1=O | 12 | 3 | 3 | 21 | 8 | -8 | -17 | 13
O=C(c1ccc(Cl)cc1)C12CN3CN(CN(C3)C1)C2 | -8 | 2 | 2 | -6 | 12 | -20 | -11 | 17
Cc1cccc(N2C(=O)NC(=O)/C(=C/c3ccc(N4CCOCC4)cc3)C2=O)c1 | -2 | 9 | -8 | 7 | -12 | -22 | 7 | 13
COC(=O)C1=C(c2ccc(F)cc2OCc2ccccc2)C[C@@H]2CC[C@H]1N2C(=O)N1CCC(C)CC1 | 12 | 14 | -15 | 27 | -1 | 20 | -3 | 16
Cc1cc(N(CCCl)CCCl)ccc1/C=N/N=C(\N)c1cnccn1 | 6 | -7 | -2 | 3 | -2 | -31 | -19 | -29
CN1C(=O)C(O)N=C(c2ccccc2)c2ccccc21 (configuration not stated) | 12 | -6 | 7 | 6 | 10 | -22 | -10 | 11
C[C@]12CCC3C(CC[C@H]4C[C@@H](O)CC[C@]34C)[C@H]1CC[C@H]2O (some centres not stated) | 1 | 1 | 8 | 14 | 16 | 8 | 4 | -5
CCc1ccc(OCCCN=C(C)c2c(O)n(C)c(=O)n(C)c2=O)cc1 | -5 | -3 | -1 | 11 | 17 | 8 | 9 | -6
Cc1cccc(OCC(=O)N2CCN(Cc3ccc4c(c3)OCO4)CC2)c1 | 26 | -2 | 4 | 10 | 10 | 1 | 13 | -13
COC(=O)C1=C(c2ccccc2)C[C@@H]2CC[C@H]1N2C(=O)NCc1ccco1 | -7 | -2 | -5 | 7 | 1 | -11 | -2 | 8
CC1=C(C)CC2(C(=O)NC(=O)NC2=O)C(C)C1 (configuration not stated) | 3 | 0 | . | 2 | . | -7 | . | .
CNC1(c2ccc(F)cc2)CCCCC1 | -10 | 5 | . | -5 | . | -8 | . | .
CC(C)NS(=O)(=O)c1ccc(OCC(=O)N2CCN(C)CC2)cc1 | -3 | 2 | 3 | 5 | -6 | -5 | 21 | 5
CCC[N+]12CCC(CC1)C(=C(c1ccccc1)c1ccccc1)C2 | -13 | 4 | 3 | 6 | -13 | 23 | -3 | -22
COC(=NC1CCCC1)C(O)c1c[nH]c2ccccc12 (configuration not stated) | -6 | -18 | 2 | 10 | 17 | -5 | 17 | 11
CN1C(=O)NC(=O)C2(Cc3ccccc3N3CCOCC32)C1=O (configuration not stated) | 0 | -1 | 3 | -13 | 20 | 3 | 10 | 10
CN1C(=O)C(=Cc2ccc(Sc3ccccc3)o2)C(=O)N(C)C1=S | 6 | -2 | 1 | 18 | -32 | 3 | 4 | 2
COc1ccc(N2C(=O)NC(=O)/C(=C/c3ccc(N4CCOCC4)cc3)C2=O)cc1 | . | . | -1 | . | -34 | . | 13 | -2
O=c1[nH]c(=S)[nH]c(O)c1N=Nc1cccc(S(=O)(=O)N2CCOCC2)c1 | 0 | 17 | -24 | 12 | 10 | -2 | 6 | 1
COC(=O)C1=C(c2ccc(F)cc2OCc2ccccc2)C[C@@H]2CC[C@H]1N2C(=O)NCc1ccc(C)cc1 | 33 | 8 | -7 | 14 | -16 | 24 | 5 | -1
c1cncc(CNCCN2CCNCC2)c1 | -18 | -5 | . | 9 | . | 8 | . | .
O=C(c1cc2cc(F)ccc2[nH]1)N1CCC2(CC1)OCCO2 | 41 | -4 | -6 | 4 | -53 | -13 | -22 | -42
O=[N+]([O-])c1ccc2nc(N3CCNCC3)ccc2c1 | . | . | -19 | -1 | -12 | -10 | -25 | 4
CC(C)c1ccc(O)c(CN2CCN(c3ccccc3)CC2)c1 | 12 | -9 | 7 | 17 | -17 | 12 | -7 | -2
COc1ccc(-c2cc(=O)oc3c(C)c(OC(C)C(=O)N4C[C@H]5C[C@@H](C4)c4cccc(=O)n4C5)ccc23)cc1 (some centres not stated) | 12 | 3 | 3 | 13 | 12 | -2 | 18 | 25
O=C1NC(=O)N(CCC2=CCCCC2)C(=O)/C1=C\c1cccs1 | -23 | -8 | 2 | -2 | -3 | 14 | 2 | 17
CCOc1ccc(C=C2C(=O)NC(=S)NC2=O)cc1OCC | -6 | 8 | . | 1 | . | -1 | . | .
C[C@@H]1CC[C@H]2[C@@H](C)C(=O)O[C@@H]3O[C@@]4(C)CC[C@@H]1[C@]32OO4 | -26 | -2 | 1 | -23 | -160 | 15 | 20 | -14
C=C(CC1CC(O)[C@]2(C)OC3CC4OC5C[C@]6(C)O[C@]7(C)CCC8OC9C[C@]%10(C)OC%11C(C)=CC(=O)OC%11CC%10OC9C[C@@H](C)C8OC7CC6O[C@]5(C)C/C=C\C4OC3CC2O1)C(=O)O (some centres not stated) | -22 | 4 | -22 | -4 | 13 | -6 | 20 | 25
CC(=O)Nc1ccccc1C(=O)OCc1ccc(F)cc1 | 4 | 3 | 4 | 3 | 2 | -55 | -10 | -26
O=C1CN=C(c2ccc(F)cc2)c2oc3ccccc3c2N1 | -2 | 0 | 0 | 5 | 10 | 1 | 14 | 1
N/C(=N\[N+](=O)[O-])N1CCN(C(=O)Oc2ccccc2)CC1 | -3 | -6 | -1 | -4 | 9 | 1 | 1 | 9

# Part of the list above, showing only Jurkat NFkB inh and EBI2 antag:
Structure	Jurkat NFkB inh	EBI2 antag
COc1ccc(-c2cc(=O)oc3c(C)c(OC(C)C(=O)N4C[C@H]5C[C@@H](C4)c4cccc(=O)n4C5)ccc23)cc1 (some centres not stated)	18	12
O=C1NC(=O)N(CCC2=CCCCC2)C(=O)/C1=C\c1cccs1	2	-23

# (more compounds)
# Fields – EBI2 antag | CXCR6 inh | UBC13 polyUb | CCR6 antag | APJ antag | Gli-Sufu antag | Jurkat NFkB inh | 697 NFkB inh
Cc1cccc(N2C(=O)NC(=O)/C(=C\c3ccc4c(c3)CCCN4Cc3ccccc3)C2=O)c1
  10 | -7 | -28 | -3 | 0 | -5 | 15 | 25
Fc1ccc(N2CCN(Cc3cc4c(cc3Br)OCO4)CC2)cc1
  13 | -15 | 6 | 23 | 0 | 1 | 9 | -4
c1ccc2oc(N3CCNCC3)nc2c1
  -1 | 0 | -3 | -2 | -8 | 1 | -12 | 5
CCOc1c(Cl)cc(CNC(C)C(O)c2ccccc2)cc1OC (configuration not stated)
  -18 | -3 | 8 | -3 | -4 | 2 | 3 | 17
O=C(N/N=C/c1c(O)n(Cc2ccc(F)cc2)c(=O)[nH]c1=O)c1ccccc1O
  -2 | -8 | -29 | 21 | -8 | 0 | 9 | -4

# 4 of the compounds above, field by field:
canonical_smiles: Clc1ccc(C(Cl)(Cl)Cl)c(Cl)c1
  EBI2 antag: -4 | CXCR6 inh: -12 | UBC13 polyUb: -1 | CCR6 antag: -4 | APJ antag: -27 | Gli-Sufu antag: 6 | Jurkat NFkB inh: 17 | 697 NFkB inh: 22

canonical_smiles: CN(C)CC1CSCCC1(O)c1ccc(C(F)(F)F)cc1 (configuration not stated)
  EBI2 antag: -12 | CXCR6 inh: 5 | UBC13 polyUb: -9 | CCR6 antag: 10 | APJ antag: 7 | Gli-Sufu antag: 5 | Jurkat NFkB inh: -7 | 697 NFkB inh: -29

canonical_smiles: CCCN1CCC[C@@H]2Cc3[nH]ncc3C[C@H]21
  EBI2 antag: 5 | CXCR6 inh: -7 | UBC13 polyUb: 4 | CCR6 antag: 10 | APJ antag: 17 | Gli-Sufu antag: 0 | Jurkat NFkB inh: 7 | 697 NFkB inh: -1

canonical_smiles: CC(C)C[C@H]1C(=O)N2CCCC2[C@]2(O)O[C@](NC(=O)[C@@H]3C=C4c5cccc6[nH]cc(c56)CC4N(C)C3)(C(C)C)C(=O)N12 (some centres not stated)
  EBI2 antag: 2 | CXCR6 inh: 2 | UBC13 polyUb: -86 | CCR6 antag: 9 | APJ antag: 6 | Gli-Sufu antag: 1 | Jurkat NFkB inh: 9 | 697 NFkB inh: -8

# Assay outcomes: PubChem BioAssay, Sanford-Burnham Center for Chemical Genomics
